From PubChem
Rpn11 block: blocks the human proteasome subunit Rpn11. human 26S proteasome, Ub4-pepOG fluorescence polarization; 20S core pre-blocked with epoxomicin. calls only at 20 µM. actives 0.59% (n = 360,000);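 active = inhibition at 20 µM, scaled to each plate's controls, above about 33%, limit read from the data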
PABP1 MLLE inh: inhibitors of microRNA-mediated deadenylation, human PABP1 MLLE binding | actives 0.36% (n = 360,000) | P11940 | GST-MLLE / FITC-PAM2 fluorescence polarization | AID 588489 | inhibition, % at 20 µM; in the data active = inhibition above about 35%, passing the limit was not always enough;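 also: plate controls were DMSO wells with GST-MLLE for no effect and wells lacking GST-MLLE protein for full effect; some results filed as inactive read as strong as hits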
CSN deneddyl inh: blocks human CSN-mediated cullin deneddylation. Purified CSN, SCF-Nedd8-OG deneddylation, fluorescence polarization. inhibition, % at 12.5 µM. actives 0.38% (n = 360,000);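 active = pattern-corrected inhibition above about 35%, with an unprinted fluorescence ratio check between 0.5 and 1.5, limit read from the data, passing the limit was not always enough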;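 also: 0% = enzyme with substrate and 100% = substrate without enzyme; some results filed as inactive read as strong as hits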
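Material: purified human Csn5 enzyme expressed in HEK293T cells / Medium: Tris buffer pH 7.5, NaCl, DTT, Tween-20, trehalose, ovalbumin / Compound dosing: 12.5 µM single point / Schedule: 90 min incubation of compound, enzyme and substrate at room temperature / Signal: fluorescence polarization of the substrate / Control set: no-enzyme wells high, enzyme-with-substrate wells low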
TbMetRS inhib: Trypanosoma brucei MetRS inhibition; actives 0.4% (n = 360,000); inhibition, % at 11.9 µM; purified T. brucei MetRS, ATP depletion, Kinase-Glo luminescence;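 active = inhibition above a per-plate cutoff of the control wells' mean inhibition plus 3 SD, cut at about 5.5% in these data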;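 also: 0% = DMSO wells median and 100% = median of wells with control inhibitor compound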
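Measured by: Kinase-Glo luciferase luminescence reporting remaining unconsumed ATP. Material: purified T. brucei MetRS enzyme. Doses: 11.9 µM compound single dose, 0.9% DMSO. Medium: HEPES buffer containing pyrophosphatase, BSA, spermine, DTT. Times: 15 min preincubation, 2 h reaction, all 25 °C. Reagent: methionine, ATP and bulk E. coli tRNA.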
STEP block: STEP (human) phosphatase inhibition; P54829; inhibition, % at 20 µM; recombinant STEP, OMFP fluorogenic substrate, fluorescence; AID 588621; actives 0.25% (n = 360,000);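 active = inhibition at 20 µM, scaled per plate between control wells, above about 37%, limit read from the data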;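 also: 0% = DMSO with enzyme and substrate and 100% = substrate only without enzyme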
Target sequence (P54829 whole entry, looked up): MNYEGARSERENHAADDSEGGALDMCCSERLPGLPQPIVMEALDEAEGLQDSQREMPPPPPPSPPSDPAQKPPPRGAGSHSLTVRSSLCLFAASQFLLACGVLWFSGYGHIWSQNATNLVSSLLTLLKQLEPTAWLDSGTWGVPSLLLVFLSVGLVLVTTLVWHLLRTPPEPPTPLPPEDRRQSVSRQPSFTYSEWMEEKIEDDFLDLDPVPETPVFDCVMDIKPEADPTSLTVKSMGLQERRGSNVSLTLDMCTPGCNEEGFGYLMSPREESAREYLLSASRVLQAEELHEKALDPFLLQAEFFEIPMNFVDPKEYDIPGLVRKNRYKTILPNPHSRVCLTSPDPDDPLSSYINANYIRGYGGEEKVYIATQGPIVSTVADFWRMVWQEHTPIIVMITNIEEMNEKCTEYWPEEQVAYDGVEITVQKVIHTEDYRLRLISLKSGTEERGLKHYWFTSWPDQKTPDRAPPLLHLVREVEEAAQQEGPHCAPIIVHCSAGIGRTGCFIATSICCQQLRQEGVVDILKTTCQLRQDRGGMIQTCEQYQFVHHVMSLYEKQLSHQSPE
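Test system: STEP tyrosine phosphatase / Reagent: OMFP at 25 µM / Doses: 20 µM, 1% DMSO / Read-out: percent inhibition scaled to no-enzyme and uninhibited-enzyme controls, plate-pattern corrected / Detection: FITC-channel fluorescence of OMFP product / Medium: Bis-Tris buffer pH 6.0, 2.5 mM DTT, 0.005% Tween 20 / Schedule: 20 min at room temperature, dark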
LMPTP inh: blocks human LMPTP phosphatase | P24666 | recombinant LMPTP-A, OMFP fluorogenic substrate, fluorescence intensity | inhibition, % at 20 µM | actives 0.22% (n = 360,000) | AID 651560;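 active = compounds that cut the enzyme signal by at least half of the control window in the single-dose screen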;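 also: plate controls were DMSO wells with enzyme plus substrate for no effect and substrate without enzyme for full effect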
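Test system: LMPTP-A phosphatase enzyme. Amount: LMPTP-A at 0.625 nM final in the reaction. Reagent: OMFP substrate, 400 µM final. Times: 50 min at room temperature. Signal: endpoint fluorescence intensity from OMFP dephosphorylation. Read-out basis: % inhibition. Benchmarks: no-enzyme and uninhibited controls.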
DNMT1 inh: inhibitors of human DNMT1; P26358; DNMT1 molecular beacon, Hinp1I cleavage, fluorescence; inhibition (reported as % activation of signal), % at 10 µM; actives 0.83% (n = 360,000); AID 588458; in the data active = inhibition above about 50%
SUMO1-SIM PPI: alters human SUMO1 binding to SIM partners; P63165; AID 602429; actives 0.33% (n = 360,000); inhibition, % at 20 µM; SUMO1 binding to a labelled peptide, TR-FRET, 1 h; in the data active = inhibition above about 37%
Target sequence (P63165 whole entry, looked up): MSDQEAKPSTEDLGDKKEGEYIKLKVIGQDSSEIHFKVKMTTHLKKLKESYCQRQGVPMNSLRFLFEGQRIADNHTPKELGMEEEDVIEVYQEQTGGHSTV
Scp-1 inhibitor: blocks human Scp-1 phosphatase activity | Q9GZU7 | actives 0.88% (n = 340,000) | Recombinant Scp1, phosphopeptide, malachite green phosphate absorbance | inhibition, % at 20 µM;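 active = inhibition above about 50% at 20 µM, limit read from the data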;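 also: plate controls were DMSO wells with enzyme for no effect and wells lacking enzyme for full effect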
Target sequence (Q9GZU7 76-261 limits assumed): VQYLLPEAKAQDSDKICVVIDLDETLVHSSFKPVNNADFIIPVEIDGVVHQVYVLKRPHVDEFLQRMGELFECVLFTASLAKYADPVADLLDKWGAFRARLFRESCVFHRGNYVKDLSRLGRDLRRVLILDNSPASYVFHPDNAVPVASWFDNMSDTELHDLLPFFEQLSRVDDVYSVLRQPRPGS
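System: truncated SCP-1 phosphatase (76-261aa); medium: Tris acetate buffer pH 5.5 with MgCl2 and Tween-20; incubation: 45 min room-temperature reaction, 5 min colour, 30 min stabiliser; compound: single 20 µM dose, 1% DMSO; reagent: Phosphorylated 17-residue peptide substrate; read-out: % inhibition at 20 µM; technique: colorimetric free-phosphate detection, absorbance 630 nm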
NadD block: NadD (S. aureus) enzyme inhibition. inhibition, % at 20 µM. AID 602399. actives 0.78% (n = 360,000). purified NadD enzyme, colorimetric absorbance read-out; in the data active = inhibition above about 26%; also: some compounds past the cut are filed as inactive
* marks the source's active call; other numbers are inactive results; i = inactive; . = not tested or not shown; & = joins results of further samples.

SMILES	Rpn11 block	PABP1 MLLE inh	CSN deneddyl inh	TbMetRS inhib	STEP block	LMPTP inh	DNMT1 inh	SUMO1-SIM PPI	Scp-1 inhibitor	NadD block
O=S1(=O)CCO[C@H]2Cc3ccccc3[C@H]2N1Cc1ccc(F)cc1	i	-5	1	-0.4	1	-0.9	1	1	0	-13
COc1ccc2c(-c3ccccc3)cc(SCC(=O)NC3CCS(=O)(=O)C3)nc2c1 (stereo not drawn)	i	-19	5	-0.1	-3	0.8	-2	5	-1	-5
O=C(NN1CCOCC1)c1sc2cccc(F)c2c1Cl	i	-3	2	-0.6	-1	0.2	3	5	-6	-6
CC1(C(=O)NCc2cccc3ccccc23)CCN1CCc1ccccc1 (stereo not drawn)	i	4	-5	0.1	-4	0.0	-5	8	.	-4
CCc1ccc(C(=O)/C=C/Nc2ccc(S(=O)(=O)Nc3cnc4ccccc4n3)cc2)cc1	i	-27&-37	2&8	-0.2&-0.1	0&0	2.5&0.9	-2&2	-4&1	-7&-4	0&-6
O=C(c1cccc(F)c1)N1CCC(N2CCOCC2)CC1	i	0	-3	-1.2	-1	-3.3	4	2	-2	-2
Cc1ccc(-n2c(N)c(C(=O)N3CCOCC3)sc2=S)c(C)c1	i	13	-4	-1.1	5	1.4	-4	-17	0	-3
CC(C)CN(C(=O)C1COc2ccccc2O1)c1c(N)n(CC(C)C)c(=O)[nH]c1=O (stereo not drawn)	i	3	-3	-0.1	0	-0.6	5	0	-2	1
Fc1ccc(C(c2nnnn2CCc2ccccc2)N2CCCc3ccccc32)cc1 (stereo not drawn)	i	9	-5	0.3	1	3.8	-7	0	-10	-1
Cc1ccc(S(=O)(=O)N2CCC[C@H]2C(=O)OCC(=O)N2CCc3ccccc32)cc1	i	14	-7	-0.3	2	1.3	-4	-2	11	4
Clc1ccc(-c2noc(CN3CCOCC3)n2)cc1	i	1	-2	-0.3	1	-1.1	0	1	-9	-2
COc1ccccc1N1C(=O)CC(Nc2ccc(N3CCOCC3)cc2)C1=O (stereo not drawn)	i	17	3	0.7	1	3.6	-19	-24	-6	6
CNS(=O)(=O)c1cc(NC(=O)c2cccc3cccnc23)ccc1C	i	-3	3	-0.2	0	2.3	-3	-5	-10	-3
CCn1c(COc2ccccc2C)nnc1SCC(=O)NC1CCCC1	i	-9	-3	-1.1	-1	-0.9	-1	-2	-11	0
COc1cc2c(cc1[N+](=O)[O-])-c1ccc([N+](=O)[O-])cc1C2=NO	i	-1	0	-0.1	-2	0.7	-13	-19	.	17
O=C(Nc1ccc(C(=O)N2CCC(N3CCOCC3)CC2)cc1)c1ccc(Br)o1	i	1	-2	0.0	0	0.4	6	7	-8	4
Cc1cc(C)c(C)c(/C=C(/C#N)C(N)=S)c1C	i	29	-3	0.2	4	1.6	-5	-12	-8	-3
CC(=O)Nc1ccc(NC(=O)[C@H](C)NC(=O)c2ccco2)cc1	i	-3	-2	-0.2	0	-0.9	-3	0	-7	-1
O=C(CNS(=O)(=O)c1ccccc1)Nc1ccccc1Br	i	5	-4	-0.3	-4	-0.4	1	2	50*	0
COc1c(Cl)cc(Cl)cc1C(=O)Nc1ccc(CN2CCOCC2)cc1	i	-8	-5	-0.6	-1	-0.8	-4	-1	1	-1
Cc1ccc(S(=O)(=O)N(C)c2ccc(OC(=O)CN3C(=O)NC(C)(c4ccccc4)C3=O)cc2)cc1C (stereo not drawn)	i	1	-3	-0.2	-2	2.6	1	-4	-10	-9
Cc1ccc(-n2cc3ccc([N+](=O)[O-])cc3n2)cc1	i	-2	-2	0.2	1	0.7	1	-22	-8	-3
N#CCCn1c(SCC(=O)NCC2CCCO2)nc2ccccc21 (stereo not drawn)	i	-9	-2	-0.4	1	-0.1	0	-3	-9	-9
O=C1CN(S(=O)(=O)c2ccccc2C(F)(F)F)CCN1	i	14	-9	1.4	0	-1.3	1	-3	-3	2

Pulled one by one from above (2):
SMILES	Rpn11 block	PABP1 MLLE inh	CSN deneddyl inh	TbMetRS inhib	STEP block	LMPTP inh	DNMT1 inh	SUMO1-SIM PPI	Scp-1 inhibitor	NadD block
CCn1c(COc2ccccc2C)nnc1SCC(=O)NC1CCCC1	i	-9	-3	-1.1	-1	-0.9	-1	-2	-11	0
CNS(=O)(=O)c1cc(NC(=O)c2cccc3cccnc23)ccc1C	i	-3	3	-0.2	0	2.3	-3	-5	-10	-3

The list continues:
SMILES	Rpn11 block	PABP1 MLLE inh	CSN deneddyl inh	TbMetRS inhib	STEP block	LMPTP inh	DNMT1 inh	SUMO1-SIM PPI	Scp-1 inhibitor	NadD block
COc1ccc(N)c2c1OCCC2=O	i	4	1	0.0	-2	-0.7	-12	19	-6	-2
COc1ccccc1N1CCN(S(=O)(=O)c2ccc(Br)s2)CC1	i	-38	2	-1.2	1	1.7	-16	4	2	0
CCOC(=O)c1ccc(NC(=O)CSc2nnc(CNC(=O)c3c(F)cccc3Cl)o2)cc1	i	-2	3	-0.4	2	-0.1	-2	-2	-7	1
COc1ccc(Cl)cc1NC(=O)CCN1CCN(Cc2ccccc2)CC1	i	-11	1	-0.4	-2	-1.6	0	0	-4	-3
CC(C)NC(=O)C1(C)CN(S(C)(=O)=O)CC(=O)N1Cc1cccc(C(F)(F)F)c1 (stereo not drawn)	.	.	-1	-0.9	.	-2.1	.	-5	.	.
Cc1cccc(C(C)C)c1NC(=O)CSc1ncnc2[nH]ncc12	i	-2	-3	-0.1	-2	-4.2	4	1	-6	-4
CCOC(=O)C(C)Oc1cccc2c(=O)n(CC(=O)NCc3ccc4c(c3)OCO4)ccc12 (stereo not drawn)	i	0	-3	-1.9	-4	-0.6	5	4	-6	1
O=S(=O)(c1ccc2c(c1)CCN2)N1CCCC1	i	11	2	-0.3	0	-0.7	0	-2	-3	-3
CC1(C)NC(=O)N(CC(O)CN2CCOCC2)C1=O (stereo not drawn)	i	-9	30	-1.3	0	-0.7	5	-4	6	-3
CCCCCC(=O)Nc1cc(S(=O)(=O)O)cc2cc(S(=O)(=O)O)cc(O)c12	i	18	41	0.4	99*	96*	-19	119*	102*	19
O=C(NC1CCCC1)C1CCN(C(=O)c2ccc(Cl)cc2Cl)CC1	i	10	4	-0.4	-1	-1.5	-2	6	-1	-2
O=C(COC(=O)c1ccccc1Cc1ccccc1)Nc1ccc(SC(F)F)cc1	i	3	-5	-0.5	-1	4.2	-13	-2	-19	-1

Some of these compounds in order of the CSN deneddyl inh value, lowest first.
SMILES	Rpn11 block	PABP1 MLLE inh	CSN deneddyl inh	TbMetRS inhib	STEP block	LMPTP inh	DNMT1 inh	SUMO1-SIM PPI	Scp-1 inhibitor	NadD block
O=C(COC(=O)c1ccccc1Cc1ccccc1)Nc1ccc(SC(F)F)cc1	i	3	-5	-0.5	-1	4.2	-13	-2	-19	-1
CC(C)NC(=O)C1(C)CN(S(C)(=O)=O)CC(=O)N1Cc1cccc(C(F)(F)F)c1 (stereo not drawn)	.	.	-1	-0.9	.	-2.1	.	-5	.	.
COc1ccc(N)c2c1OCCC2=O	i	4	1	0.0	-2	-0.7	-12	19	-6	-2
COc1ccccc1N1CCN(S(=O)(=O)c2ccc(Br)s2)CC1	i	-38	2	-1.2	1	1.7	-16	4	2	0

Further compounds:
SMILES	Rpn11 block	PABP1 MLLE inh	CSN deneddyl inh	TbMetRS inhib	STEP block	LMPTP inh	DNMT1 inh	SUMO1-SIM PPI	Scp-1 inhibitor	NadD block
Cn1c(=O)oc2ccccc2c1=O	i	-21	0	0.0	-2	0.3	-1	2	-5	1
CN(Cc1ccccc1)C(=O)c1nc[nH]c1C(=O)N1CCN(C(=O)OC(C)(C)C)CC1	i	-3	1	-0.3	-1	-2.1	8	0	-2	0
COc1ccccc1NC(=O)C(C)N1C(=O)c2ccccc2C1=O (stereo not drawn)	i	-3	0	-0.3	-1	-0.6	5	0	-2	-6
Cc1ccc2c(c1)nnn2C1CCN(CC(=O)NCCc2ccccc2)CC1	i	-9	3	-0.4	-3	-0.6	2	0	-5	1
CCCCN1C(=O)C(CC(=O)NCC2CCCCC2)CC(C(=O)N2CCOCC2)=C1C (stereo not drawn)	i	7	6	-1.0	1	-1.5	0	2	.	8
COc1ccccc1CNC(=O)c1ccc(C)s1	i	-7	0	-0.3	-4	-0.7	-9	0	-7	-3
CC(=O)Nc1ccc(S(=O)(=O)N(C)CC(=O)N(C)Cc2sccc2C)cc1	i	-8	1	-0.3	-2	-0.4	2	-1	-6	6
COc1ccc(NC(=O)C2C3CCC(O3)C2C(=O)O)c(C)c1 (stereo not drawn)	i	-10	-1	0.1	1	-0.7	1	3	-2	-2
CCOc1ccc(OCCCC(=O)N(C)CC(=O)Nc2ccccc2Br)cc1	i	20	4	-0.1	-2	0.4	1	7	-3	0
CC(C)(C)OC(=O)N1CCC(NC(=O)c2[nH]cnc2C(=O)Nc2ccc(Br)cc2F)CC1	i	-3	0	-0.2	2	3.6	6	2	.	5
CCOc1ccc(-n2cc(C(=O)NC(C)C)c3cc(OC)c(OC)cc3c2=O)cc1	i	1	2	-0.3	-2	-0.5	0	8	-1	0
O=C(/C=C/c1ccccc1[N+](=O)[O-])c1ccccc1Br	i	4	4	-1.5	0	1.6	2	3	-2	-2

The order is random; any-hit rate near 3.6%.
